Bioassay records from PubChem BioAssay.
ARNT TACC3 PPI = disruptors of ARNT/TACC3 protein interaction, primary screen, biochemical, AlphaScreen, single concentration; inhibition, % at 9.99 µM; Transforming acidic coiled-coil-containing protein 3 (Homo sapiens), Q9Y6A5; AID 623870, 2012; 390,000 tested, 0.66% active; AlphaScreen His-ARNT PAS-B/GST-TACC3 binding, luminescence; TACC3 fragment carries E629A point mutation;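 active = mean inhibition of replicates at least 50% and at least half of replicates each reaching 50%; inconclusive = half or more replicates reach 50% but mean below 50%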;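 also: 0% = complete ARNT plus TACC3 wells and 100% = ARNT alone without TACC3; many hits fall short of the cut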
RAD54 inh = inhibitors of human RAD54 branch migration, primary screen, biochemical, fluorescence, single point; DNA repair and recombination protein RAD54-like (Homo sapiens), Q92698; AID 602329, 2012; inhibition, % at 10.4 µM; RAD54 Holliday junction branch migration, FAM/BHQ fluorescence; 360,000 tested, 0.14% active;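 active = mean normalized replicate activity at least 40 and at least half of replicates scoring 40 or more; inconclusive = only one of the two criteria met; inactive = mean below 40 and under half of replicates reaching 40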;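 also: 0% = median of neutral control wells and 100% = median of positive control wells; inhibitors cause a drop in the FAM fluorescence signal; in these data hits start at about 50%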
Target sequence (Q92698 whole entry, looked up): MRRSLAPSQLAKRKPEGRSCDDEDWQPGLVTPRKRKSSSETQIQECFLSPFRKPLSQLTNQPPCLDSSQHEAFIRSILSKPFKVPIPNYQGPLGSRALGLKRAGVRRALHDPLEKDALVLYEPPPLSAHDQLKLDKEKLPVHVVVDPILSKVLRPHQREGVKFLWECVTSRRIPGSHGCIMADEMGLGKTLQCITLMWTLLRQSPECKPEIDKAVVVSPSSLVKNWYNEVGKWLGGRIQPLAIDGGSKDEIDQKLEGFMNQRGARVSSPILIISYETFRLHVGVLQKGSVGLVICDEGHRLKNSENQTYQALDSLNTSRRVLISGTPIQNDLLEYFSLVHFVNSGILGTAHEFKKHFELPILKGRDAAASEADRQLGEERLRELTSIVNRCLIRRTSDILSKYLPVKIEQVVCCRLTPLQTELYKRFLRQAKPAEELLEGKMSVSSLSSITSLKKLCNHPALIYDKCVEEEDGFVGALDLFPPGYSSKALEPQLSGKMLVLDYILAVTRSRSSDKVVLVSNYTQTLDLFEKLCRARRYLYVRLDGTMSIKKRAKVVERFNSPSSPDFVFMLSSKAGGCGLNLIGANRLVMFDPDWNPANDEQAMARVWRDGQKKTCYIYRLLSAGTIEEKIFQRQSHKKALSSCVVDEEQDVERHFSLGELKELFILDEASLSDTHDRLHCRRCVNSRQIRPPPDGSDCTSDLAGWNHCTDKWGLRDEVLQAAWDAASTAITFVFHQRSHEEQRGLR
ERAP1 HTS inh = human ERAP1 aminopeptidase inhibitors, primary screen, biochemical, single point, plate reader. Endoplasmic reticulum aminopeptidase 1 (Homo sapiens), Q9NZ08. recombinant ERAP1, Leu-AMC fluorescence, 60 min. inhibition, % at 10.7 µM. 340,000 tested, 0.15% active. AID 652197, 2013;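 active = mean replicate inhibition of at least 30%, or all replicates individually reaching that 30% level; inactive = mean below 30% and not every replicate reaching it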;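 also: 0% = neutral control wells and 100% = L-leucinethiol positive control wells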
esBAF inh = Bmi1 luciferase reporter increase in mESCs, primary screen, esBAF inhibitor project, mouse ES cells, Bmi1 luciferase knock-in, single point; 24 h; 100% = twice the neutral-well signal; 350,000 tested, 2% active; reporter increase, % at 12.5 µM; in the data active = activation above about 40%; inconclusive = no clear call, values can overlap the other calls;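 also: 0% = median of the plate's neutral control wells and 100% = double that signal; a rise in the Bmi1 reporter signal indicates esBAF inhibition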
F508del corr = F508del CFTR correction, initial screen, CFBE line, single point. CFBE cells, YFP halide quenching; stimulated with forskolin plus potentiator P3; % fluorescence drop versus neutral controls. 350,000 tested, 0.36% active. activity (quench increase), % at 7.58 µM;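 active = mean added fluorescence quench of at least 8% versus neutral control, with both replicates also reaching 8%; inconclusive = only one of the mean or replicate conditions met; inactive = mean below 8% and not both replicates reaching 8%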;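 also: cells transiently co-express mutant CFTR-F508del with the halide-sensitive YFP; corrector assay measuring rescue of mutant channel to the surface after 24 h compound exposure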
XiGFP reactiv = activators of inactive X chromosome reactivation, primary screen, imaging, XiGFP fibroblasts, GFP high-content imaging, set 2; XiGFP mouse fibroblasts, % GFP-positive cells imaging, 3 d; cells co-treated with 5-aza-dC sensitizer; scaled so ellipticine positive control = 100%; 360,000 tested, 0.055% active; AID 743238, 2013; activation, % at 7.58 µM;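 active = mean normalized replicate activation at least 10% and every replicate at or above 10%; inconclusive = only one of the two criteria met; inactive = mean below 10% and not all replicates reach 10%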;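 also: 0% = median of on-plate neutral control wells and 100% = ellipticine 6 µM median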
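Material: XiGFP fibroblasts, SV40-immortalized. Buffer or medium: DMEM plus 5-aza-dC sensitizer. Compound: single concentration per compound, delivered by pin transfer. Times: 3 days compound exposure. Controls: ellipticine 6 µM.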
GSIS activator = GLuc luminescence reporter in INS-1E cells, primary screen for activators of glucose-dependent secretion of insulin. 370,000 tested, 0.61% active. activation, % at 16.6 µM. INS-1E GLuc reporter insulin secretion, 2-3 h. AID 743287, 2014;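 active = lowest replicate activation of at least 40%, so every replicate reaches that level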;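 also: 0% = median of neutral control wells and 100% = median of IBMX positive control wells; some compounds called inactive have numbers as strong as hits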
RAD52 anneal inh = RAD52 DNA annealing inhibitors, primary screen, biochemical, FRET, single point, set 2; AID 651710, 2012; 360,000 tested, 0.46% active; DNA repair protein RAD52 homolog (Homo sapiens), P43351; recombinant RAD52 DNA annealing, FRET fluorescence; inhibition, % at 18.7 µM;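 active = every replicate showing at least 50% inhibition; inconclusive = mean inhibition at least 50% but not in every replicate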
An asterisk follows results filed as active.

CCC(C)[C@H](NC(=O)C1(c2ccccc2)CCN(C(=O)OC(C)(C)C)CC1)C(=O)N[C@@H](C(=O)O)c1ccccc1 (stereo not given in full) was read as ARNT TACC3 PPI -5, RAD54 inh -7, ERAP1 HTS inh -1, esBAF inh 9, F508del corr 0.6, GSIS activator 3 and RAD52 anneal inh -4.
CCc1cc(=O)oc2cc3occ(-c4ccc(OC)c(F)c4)c3cc12 was read as ARNT TACC3 PPI 1, RAD54 inh 7, ERAP1 HTS inh -1, esBAF inh -59, F508del corr 5.4, XiGFP reactiv 0.3, GSIS activator 5 and RAD52 anneal inh -12.
C[C@@H]1CN([C@@H](C)CO)C(=O)c2cc(NS(=O)(=O)c3cn(C)cn3)ccc2O[C@@H](C)CCCCO[C@@H]1CN(C)C(=O)Nc1ccc(C(F)(F)F)cc1 was read as ARNT TACC3 PPI -16, RAD54 inh -1, ERAP1 HTS inh 2, esBAF inh -7, F508del corr -0.3, XiGFP reactiv 0.3, GSIS activator -12 and RAD52 anneal inh -28.
COc1ccccc1NCC(=O)N/N=C/c1c(O)ccc2ccccc12 was read as ARNT TACC3 PPI 6, RAD54 inh 8, ERAP1 HTS inh 0, esBAF inh -4, F508del corr -2.1, XiGFP reactiv -0.1 and RAD52 anneal inh -58.
For C[C@H](NC(=O)C[C@H]1CC[C@@H](NC(=O)c2cccnc2)[C@@H](CO)O1)c1ccccc1 the results were ARNT TACC3 PPI -5, RAD54 inh 2, ERAP1 HTS inh -1, esBAF inh 1, F508del corr 0.6, XiGFP reactiv -0.4, GSIS activator 17 and RAD52 anneal inh -9.
For CC(=O)c1cc(-c2ccccc2)n(CCC(=O)NC2CCCC2)c1C the results were RAD54 inh 9, ERAP1 HTS inh -1, esBAF inh -9, F508del corr 2.6, XiGFP reactiv 0.0, GSIS activator 4 and RAD52 anneal inh -6.
For C[C@H]1CN([C@@H](C)CO)C(=O)c2cccc(NS(=O)(=O)c3ccc(F)cc3)c2O[C@H]1CN(C)C the results were ARNT TACC3 PPI -9, RAD54 inh 1, ERAP1 HTS inh 0, esBAF inh -1, F508del corr 2.0, XiGFP reactiv 0.0, GSIS activator 1 and RAD52 anneal inh -19.
`Cc1c(OC(C)C(=O)NC(Cc2c[nH]c3ccc(O)cc23)C(=O)O)ccc2c1oc(=O)c1ccccc12` (stereo not given) gave ARNT TACC3 PPI 22, RAD54 inh 19, ERAP1 HTS inh 9, esBAF inh -1, F508del corr -2.4, GSIS activator 1 and RAD52 anneal inh 1.
Screening N#Cc1cc([N+](=O)[O-])ccc1Oc1cccc(/C=N/NC(=O)c2ccc(Cl)cc2)c1 returned ARNT TACC3 PPI 0, RAD54 inh 6, esBAF inh 10 and GSIS activator 8.
Screening CCCc1[nH]nc2c1C(c1cc(OC)ccc1F)C(C#N)=C(N)O2 (stereo not given) returned ARNT TACC3 PPI 1, RAD54 inh -7, ERAP1 HTS inh 4, esBAF inh -8, F508del corr 1.5, GSIS activator -19 and RAD52 anneal inh -25.

Next section (two carried over from the part before).
Screening N#Cc1cc([N+](=O)[O-])ccc1Oc1cccc(/C=N/NC(=O)c2ccc(Cl)cc2)c1 returned ARNT TACC3 PPI 0, RAD54 inh 6, esBAF inh 10 and GSIS activator 8.
Screening CCCc1[nH]nc2c1C(c1cc(OC)ccc1F)C(C#N)=C(N)O2 (stereo not given) returned ARNT TACC3 PPI 1, RAD54 inh -7, ERAP1 HTS inh 4, esBAF inh -8, F508del corr 1.5, GSIS activator -19 and RAD52 anneal inh -25.
`COC(=O)c1c(-c2ccccc2Cl)noc1-c1cnc(N)nc1C(F)(F)F` gave ARNT TACC3 PPI 7, RAD54 inh 7, ERAP1 HTS inh 0, esBAF inh -1, F508del corr 0.2, XiGFP reactiv 0.0, GSIS activator 3 and RAD52 anneal inh -21.
COc1ccc(S(=O)(=O)Nc2cccc3c2O[C@H](CN(C)CC2CC2)[C@H](C)CN([C@H](C)CO)C3=O)cc1 was read as ARNT TACC3 PPI 1, RAD54 inh 0, ERAP1 HTS inh -2, esBAF inh -4, F508del corr -2.7, XiGFP reactiv -0.2, GSIS activator 9 and RAD52 anneal inh 15.
For COc1ccc(NC(=O)Nc2ccc3c(c2)C(=O)N([C@@H](C)CO)C[C@H](C)[C@H](CN(C)C(=O)Cc2ccccc2)OCCCC[C@H](C)O3)cc1 the results were ARNT TACC3 PPI 1, RAD54 inh 4, ERAP1 HTS inh 4, esBAF inh 5, F508del corr -2.2, XiGFP reactiv 0.4, GSIS activator -1 and RAD52 anneal inh -15.
Cc1cccc(NC(=O)/C(C#N)=C/c2ccccc2Cl)n1 was read as ARNT TACC3 PPI -6, RAD54 inh 3, ERAP1 HTS inh -3, esBAF inh -9, F508del corr -0.8, XiGFP reactiv 0.1, GSIS activator -21 and RAD52 anneal inh -27.
Screening O=C(OCc1cncs1)c1ccccc1 returned ARNT TACC3 PPI -3, RAD54 inh 3, ERAP1 HTS inh -2, esBAF inh 2, F508del corr 0.3, XiGFP reactiv -0.1, GSIS activator -1 and RAD52 anneal inh -1.
For CCCN(C(=O)c1ccc(N(C)S(=O)(=O)c2ccc(C)cc2)cc1)C1CCS(=O)(=O)C1 (stereo not given) the results were ARNT TACC3 PPI 10, RAD54 inh -6, ERAP1 HTS inh 1, F508del corr 0.6, XiGFP reactiv 0.0, GSIS activator -10 and RAD52 anneal inh -2.
`O=C1N/C(=N/S(=O)(=O)Cc2ccccc2)S/C1=C/c1ccc2c(c1)OCO2` gave RAD54 inh 0, ERAP1 HTS inh -1, esBAF inh -6, F508del corr 2.9, XiGFP reactiv -0.6, GSIS activator 2 and RAD52 anneal inh -19.
For CCOC1=C2[C@@H](CN(S(=O)(=O)c3ccccc3C)[C@H]2c2ccc(Cl)cc2)[C@H]2C(=O)N(c3ccccc3)C(=O)[C@H]2C1 the results were RAD54 inh 3, esBAF inh 5, F508del corr -2.5, XiGFP reactiv -0.1, GSIS activator 12 and RAD52 anneal inh -19.
`COC(=O)c1cc(C(=O)OCC(=O)NC2CCCCCCC2)cc([N+](=O)[O-])c1` gave ARNT TACC3 PPI -1, RAD54 inh -6, ERAP1 HTS inh -1, esBAF inh 2, F508del corr -3.0, XiGFP reactiv 0.0, GSIS activator -37 and RAD52 anneal inh -6.
Screening O=S(=O)(Cc1ccccc1Cl)NCCOc1ccccc1 returned RAD54 inh -6, ERAP1 HTS inh 8, esBAF inh 1, XiGFP reactiv 0.2, GSIS activator 15 and RAD52 anneal inh -5.

Reprinted from the listing (3 entries):
For CCOC1=C2[C@@H](CN(S(=O)(=O)c3ccccc3C)[C@H]2c2ccc(Cl)cc2)[C@H]2C(=O)N(c3ccccc3)C(=O)[C@H]2C1 the results were RAD54 inh 3, esBAF inh 5, F508del corr -2.5, XiGFP reactiv -0.1, GSIS activator 12 and RAD52 anneal inh -19.
`COC(=O)c1cc(C(=O)OCC(=O)NC2CCCCCCC2)cc([N+](=O)[O-])c1` gave ARNT TACC3 PPI -1, RAD54 inh -6, ERAP1 HTS inh -1, esBAF inh 2, F508del corr -3.0, XiGFP reactiv 0.0, GSIS activator -37 and RAD52 anneal inh -6.
Screening O=S(=O)(Cc1ccccc1Cl)NCCOc1ccccc1 returned RAD54 inh -6, ERAP1 HTS inh 8, esBAF inh 1, XiGFP reactiv 0.2, GSIS activator 15 and RAD52 anneal inh -5.

Additional results.
For CC1=C(C(=O)N(C(C)C)C(C)C)CC(CC(=O)NCCCCc2ccccc2)C(=O)N1Cc1ccccc1 (stereo not given) the results were RAD54 inh -22, ERAP1 HTS inh 10, esBAF inh -1, F508del corr -1.0, XiGFP reactiv -0.1, GSIS activator -22 and RAD52 anneal inh 1.
`CCOc1ccc(NC(=S)NC(=O)Cc2ccccc2)cc1` gave ARNT TACC3 PPI -15, RAD54 inh 1, ERAP1 HTS inh 1, esBAF inh 6, F508del corr -1.4, XiGFP reactiv 0.0, GSIS activator -4 and RAD52 anneal inh -15.
For COc1ccc(Cl)cc1NC(=S)N1CCN(C(=O)C2CCCO2)CC1 (stereo not given) the results were ARNT TACC3 PPI -5, ERAP1 HTS inh 5, F508del corr -0.5, XiGFP reactiv 0.0, GSIS activator 7 and RAD52 anneal inh -7.
CCc1cccc(CC)c1C(OC(C)=O)c1cccnc1 (stereo not given) was read as ARNT TACC3 PPI -1, F508del corr 0.3, XiGFP reactiv 0.0, GSIS activator -13 and RAD52 anneal inh -17.
Screening CCN(C(=O)COC(=O)c1cccn1C)C1CCS(=O)(=O)C1 (stereo not given) returned ARNT TACC3 PPI -2, ERAP1 HTS inh 11, F508del corr 1.0, XiGFP reactiv 0.3, GSIS activator 5 and RAD52 anneal inh -12.
For O=C(NC(=S)N1CCCC1)c1cccc([N+](=O)[O-])c1 the results were ARNT TACC3 PPI 3, RAD54 inh -1, ERAP1 HTS inh 1, F508del corr 1.3, XiGFP reactiv -0.2, GSIS activator 8 and RAD52 anneal inh 6.
For CC(C)(C)C(=O)NC(=S)Nc1ccc(C(F)(F)F)cc1 the results were ARNT TACC3 PPI -4, RAD54 inh -11, ERAP1 HTS inh -3, esBAF inh 40, F508del corr -3.6, XiGFP reactiv -0.1, GSIS activator -12 and RAD52 anneal inh 0.
Screening CC(Oc1ccc(F)cc1)C(=O)N(Cc1ccccc1)c1c(N)n(Cc2ccccc2)c(=O)[nH]c1=O (stereo not given) returned ARNT TACC3 PPI -9, RAD54 inh 10, ERAP1 HTS inh 0, esBAF inh 4, F508del corr -2.4, XiGFP reactiv -0.2, GSIS activator 3 and RAD52 anneal inh 1.
Cc1ccc(NC(=O)c2ccccc2)cc1 was read as ARNT TACC3 PPI 2, RAD54 inh -12, esBAF inh inconclusive and GSIS activator 21.
Screening COc1ccccc1NS(=O)(=O)c1ccc(C)c(C(=O)NCc2cccnc2)c1 returned ARNT TACC3 PPI -14, RAD54 inh -9, ERAP1 HTS inh 1, esBAF inh 1, F508del corr -1.8, XiGFP reactiv 0.0, GSIS activator 0 and RAD52 anneal inh -6.
Cc1ccc(-c2nc(Nc3cccc(C)c3)sc2CC(=O)O)cc1 was read as RAD54 inh -1, ERAP1 HTS inh 7, esBAF inh 18, F508del corr 2.2, XiGFP reactiv 0.0, GSIS activator 3 and RAD52 anneal inh -14.
`Cc1cccc(O)c1C` gave RAD54 inh -6, ERAP1 HTS inh -2, esBAF inh -10, F508del corr -2.7, GSIS activator 14 and RAD52 anneal inh -4.
For Cc1oc(-c2ccccc2F)nc1CS(=O)(=O)CC(=O)NCCCN(C)C1CCCCC1 the results were ARNT TACC3 PPI 6, RAD54 inh 7, ERAP1 HTS inh 3, esBAF inh 2 and RAD52 anneal inh 10.
CO[C@@H]1CN(C)C(=O)c2ccc(NC(=O)Nc3cccc(F)c3)cc2OC[C@@H](C)N(C(=O)C2CC2)C[C@H]1C was read as esBAF inh 0, F508del corr -3.5, XiGFP reactiv 0.2 and GSIS activator -20.
